Pf apPOL block: Pf-apPOL DNA polymerase inhibition | Recombinant Pf-apPOL, molecular beacon fluorescence, 1.5 h | inhibition, % at 10 µM | actives 0.25% (n = 210,000)
mHTT CaM bind: disrupts binding of mutant huntingtin to calmodulin. P42858. AlphaScreen His-mHTT/GST-CaM binding, luminescence. inhibition, % at 15 µM. actives 3.6% (n = 190,000);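 further: 0% = both proteins with DMSO and 100% = one protein alone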
An asterisk follows results filed as active; nt = no result given; & = joins results of further samples. No stated cut-off is given here; in the data, active means inhibition above about 50%; inactive means the rest.

No.	Structure	Pf apPOL block	mHTT CaM bind
1	CCNC(=O)N1CCC(c2ccc(C(=O)NCc3ccc(F)c(Cl)c3)cc2)CC1	8.5	5.8
2	O=c1/c(=C/c2cccc(F)c2)sc2nc(-c3cccc(Cl)c3)nn12	2.8	5.0
3	COC(=O)c1ccccc1OC1OC(COC(C)=O)C(OC(C)=O)C(OC(C)=O)C1NC(C)=O (stereo unspecified)	-4.6	-3.9
4	N#CC(C(=O)Nc1cccc(C(F)(F)F)c1)=C1CCCCCC1	-7.9	-8.0
5	Cc1noc(C)c1C1CCCN1C(=O)c1cc(-c2ccccc2)on1 (stereo unspecified)	0.9	-2.5
6	COc1ccc(OC)c(CNC(=O)C2CCN(S(=O)(=O)N3CCCC3)CC2)c1	-10.7	-6.0
7	CCOC(=O)c1sc(NC(=O)c2cc(Cl)sc2Cl)c(C#N)c1C	1.1	-6.0
8	Nc1nc(Nc2ccccc2F)nc2ccccc12	3.2	-1.4
9	COc1ccc(C)cc1NC(=O)C1CCN(c2cncnc2N2CCOCC2)CC1	-9.9	9.3
10	Cc1oc2ccn(Cc3cccc(F)c3)c(=O)c2c1C(=O)N1CCCCC1	-1.3	1.0
11	O=C(CSc1nnc(-c2ccco2)c(-c2ccco2)n1)Nc1cccc(C(=O)O)c1	-3.8	45.0
12	COc1ccc(NC(=O)c2ccccc2NC(=O)CCC(=O)O)c(OC)c1	-4.3	-2.2
13	Cn1nccc1C(=O)Nc1nc(-c2nc3ccccc3s2)cs1	6.7	2.1
14	CCCC(C)NC(=O)c1ccc(OC)c([N+](=O)[O-])c1 (stereo unspecified)	-2.3	-5.7
15	CSc1oc(-c2cccs2)nc1S(=O)(=O)c1ccc(Cl)cc1	-6.6	-1.0
16	COc1ccc(-c2nnc(-c3ccc(N(C)C)cc3)o2)cc1	-1.9	-1.6
17	CC(=O)Nc1ccc(OCC(O)CN2CCN(Cc3ccccc3)CC2)cc1 (stereo unspecified)	-1.6	-2.4
18	O=C(Nc1cccnc1)c1cccc(I)c1	-0.8&-8.9	-8.0&-6.9
19	O=C(Nc1nc2c(s1)CN(C(=O)c1ccc(Cl)s1)CC2)C1CCCO1 (stereo unspecified)	-9.2	3.5
20	O=C(Nc1ccc(C(=O)O)c(O)c1)c1cc2ccccc2c(=O)o1	-3.1	-3.7
21	CC(=NCc1ccccc1)c1c(O)[nH]c2ccccc12	-3.7	4.7
22	COc1ccc(-c2csc(/C(C#N)=C/c3ccc(O)c(O)c3)n2)cc1OC	10.6	81.1*
23	CC1(C(=O)NCc2cccc(F)c2)CCCN(C(=O)c2ccc(Br)cc2)C1 (stereo unspecified)	-1.7	-4.7
24	CSc1nc(-c2cc(Cl)cc(Cl)c2)nn1C(=O)N(C)C	1.7	nt
25	C=CCOc1ccc(C=Nc2ccc(OC)cc2)c(O)c1	-1.8	0.0
26	CCN1CCN(C2CCN(C(=O)c3ccc(OC)c(F)c3)CC2)C1=O	-5.8	-16.3
27	COc1ccc2nc(SCC(=O)Nc3ccc4c(c3)OCCO4)[nH]c2c1	-4.2	8.0
28	CCCC(=O)N1CCC(c2nc(C(=O)N3CCOCC3)c(C)o2)CC1	-0.4	-4.8
29	COc1cc(CNC(=O)c2nc(C)n(C3CCN(C(C)=O)CC3)c2C)cc(OC)c1	-5.0	-0.2
30	CCNC(=O)c1cccnc1N1CCSCC1	-3.1	-3.9
31	COc1ccc(C(=O)N2CCC(COc3ccc(C(=O)NC4CC4)cc3)CC2)cc1	-4.3	0.4
32	CC(NCCC(=O)O)c1ccccc1 (stereo unspecified)	1.7	-8.4
33	Cc1ccc(SCC(=O)Nc2cccnc2)cc1	1.5	-3.6
34	CN1CCN(C(=O)c2ccccc2N2CCC(NC(=O)c3cccs3)CC2)CC1	-9.2	0.9
35	C=CCn1c(SCC(=O)O)nnc1-c1ccc(OC)cc1	1.4	4.8
36	Cc1ccc(C(C)C)c(Oc2ncnc(N)c2[N+](=O)[O-])c1	-3.4	8.0
37	CC(O)c1cccc(NC(=O)c2nn3c(c2Cl)NC(c2ccco2)CC3C(F)(F)F)c1 (stereo unspecified)	5.3	13.0
38	CCN(c1ccc(C)c(C)c1)S(=O)(=O)c1ccc2c(c1)CC(C)N2C(C)=O (stereo unspecified)	-1.1	70.0*
39	COc1cc(OC)c(NC(=O)C(C)C)cc1Cl	0.2	-4.8
40	COc1ccc(Cl)cc1C1=N/C(=C/c2cc(Br)cs2)C(=O)O1	2.3	6.0
41	Cc1nc(Cl)c(NC(=O)CC(C)C)c(C)c1Cl	-11.4	-2.0
42	O=C(CN1C(=O)/C(=C/c2cccc(Cl)c2)Sc2ccccc21)NCc1ccccn1	2.4	38.0
43	O=C(CCN1C(=O)c2cccnc2C1=O)NCc1ccco1	-1.9	6.0
44	O=C(Nc1cccc(Cl)c1)c1ccc(N(CCO)CCO)c([N+](=O)[O-])c1	0.0	16.8
45	COc1ccc(NC(=O)c2cccnc2)cc1Cl	-5.2	4.4
46	O=C(c1cccn2c(=O)c3sccc3nc12)N1CCC2(CC1)OCCO2	-6.5	1.0
47	CCN(CC)c1ccc(CNC(=O)c2cc3c(s2)CN(C(C)C)C3)cc1	-2.6	6.9
48	COc1ccccc1-n1ccnc(NC(=O)c2ccc(C)cc2)c1=O	0.4	-0.6
49	CC(=O)N1c2ccc(N)cc2C(C)(c2ccccc2)CC1(C)C (stereo unspecified)	-1.7	7.0
50	COc1ccccc1C=C1C(=O)OC(C)(c2ccccc2)OC1=O (stereo unspecified)	-4.5	20.0
51	O=C(Nc1ccccc1)n1cc(Br)cn1	1.7	-1.3
52	CCC(C)NC(=O)CSc1nc2ccsc2c(=O)n1-c1ccc(Br)cc1 (stereo unspecified)	-3.2	3.0
53	CC(=O)Nc1nonc1NC(=O)C(F)(F)F	nt	-2.5
54	O=C(NCCC1CCCCN1S(=O)(=O)c1cccs1)c1ccno1 (stereo unspecified)	-3.8	-8.5
55	COc1cc2c(cc1OC)C(C(=O)NCc1ccc(F)cc1)C(c1cccnc1)N(C)C2=O (stereo unspecified)	8.0	0.0
56	Cc1ccc(C)c2c1c1ccccc1n2C	-6.0	nt
57	CCCCC(=O)Nc1ccc(NC(=O)c2ccc(F)cc2)cc1OC	-9.0	2.0
58	Cc1cccc(N2CC(C(=O)Nc3ccc(Cl)cc3)CC2=O)c1C (stereo unspecified)	-2.6	22.5
59	CCn1cc(C(=O)Nc2cc(Cl)ccc2OC)c(=O)c2ccc(C)nc21	-2.5	-2.0
60	O=C(Nc1ccc(F)cc1)N1CCOc2ccccc21	-5.2	-4.1

4 entries from above, with values under each structure.
Values run as follows: Pf apPOL block | mHTT CaM bind
47) CCN(CC)c1ccc(CNC(=O)c2cc3c(s2)CN(C(C)C)C3)cc1
→ -2.6 | 6.9
48) COc1ccccc1-n1ccnc(NC(=O)c2ccc(C)cc2)c1=O
→ 0.4 | -0.6
49) CC(=O)N1c2ccc(N)cc2C(C)(c2ccccc2)CC1(C)C (stereo unspecified)
→ -1.7 | 7.0
50) COc1ccccc1C=C1C(=O)OC(C)(c2ccccc2)OC1=O (stereo unspecified)
→ -4.5 | 20.0

Continuation.
No.	Structure	Pf apPOL block	mHTT CaM bind
61	CSc1nnc(-c2nn(C)c3c2CN(C(=O)c2ccc(C(F)(F)F)cc2)CC3)n1C	-3.5	7.7
62	O=C(Nc1ccc(N2CCN(C3CCCC3)C2=O)nc1)c1ccccc1	-0.8	1.1
63	CCc1ccc(S(=O)(=O)N2CCN(C)c3ccccc32)cc1	-0.5	43.9
64	Cc1cc(C)cc(NS(=O)(=O)c2ccc(NC(=O)CCC(=O)O)cc2)c1	2.8	-2.3
65	CN(C)S(=O)(=O)N(C)c1ccccc1	-0.7	-3.8&-4.2
66	COc1ccc(/C=C/C(=O)Nc2c3c(nn2-c2cccc(C)c2C)CSC3)cc1OC	0.0	38.0
67	CCNc1cc(N2CCC(CCC(=O)Nc3ccc(OC)cc3OC)CC2)ncn1	2.6	16.1
68	Clc1ccc(CNc2ncnc3ccccc23)cc1	2.0	-5.0
69	Cc1cc(S(=O)(=O)N2C(C)CCCC2C)ccc1Cl (stereo unspecified)	4.0	-29.0
70	O=[N+]([O-])c1ccc(CN2CCc3ccccc3C2)cc1	-11.7	2.2
71	O=C(NC1CCCC1)c1ccc2c(c1)NC(=O)C(N1CCCCC1)S2 (stereo unspecified)	48.1	3.0
72	CC(C)(C)C1CCc2c(sc(NC(=O)c3ccccc3Cl)c2C(=O)NCCO)C1 (stereo unspecified)	-2.8	11.0
73	Cc1ccccc1OCC(=O)Nc1nc(-c2ccccc2)cs1	11.7	11.3
74	CCCCN(CC)CCNC(=O)c1cn(CC(C)C)c(=O)c2c1c1ccccc1n2C	1.7	3.0
75	COc1ccccc1/C=C/C=c1\sc2nc(-c3ccc(C)cc3)nn2c1=O	-0.1	14.0
76	CNC(=O)C1CCN(Cc2cc3ccccc3n2Cc2ccc(F)cc2)CC1	4.3	85.1*
77	O=C(Sc1nnnn1-c1ccccc1)c1cccc(Cl)c1	36.9	0.0
78	Cc1nc(SCC(=O)N2CCCC2)[nH]c(=O)c1C	-0.8	-13.4
79	Cc1c(C(=O)Nc2ccc3c(c2)OCO3)sc2ncn(Cc3ccccc3F)c(=O)c12	-5.5	8.0
80	CCn1c2ccccc2c2nnc(SCc3ccccc3)nc21	-2.2	-0.9
81	O=C(Nc1ccc(C(=O)N2CCCC2)cc1)C1CCCCC1	0.0	-7.5
82	O=C1OC(c2ccccc2)=N/C1=C/c1ccc2c(c1)OCO2	-1.1	3.0
83	CCCn1c(=O)c(-c2ccc(C(=O)NC(C)C)cc2)nc2ccccc21	-1.1	-5.1
84	CCSc1nnc2c(n1)OC(c1ccccc1OC)Nc1ccccc1-2 (stereo unspecified)	0.0	0.0
85	O=C(Nc1ccc2c(N3CCCCC3)ncnc2c1)c1ccccc1	-6.4	14.7
86	CCN(CC)S(=O)(=O)c1ccc(C)c(C(=O)NCc2ccccc2)c1	-6.7	-6.7
87	COc1cc(OC)c(/C=C2\C(=O)NC(=O)N(c3ccccc3C)C2=O)c(OC)c1	-11.5	11.0
88	CCC(=O)N1CCc2sc(C(=O)NC3CCCC3)cc2C1	1.7	17.9
89	Cc1cc(NC(=O)CSc2ccc(-c3cccnc3)nn2)no1	-4.3	-4.4
90	CS(=O)(=O)N(CC(=O)N1CCc2ccccc2C1)c1cccc(Cl)c1Cl	-6.7	25.6
91	O=C(O)C(Cc1cnc[nH]1)N1C(=O)C2C3C=CC(C3)C2C1=O (stereo unspecified)	-8.5	0.0
92	Cc1ccc(C)c(NC(=O)c2ccc([N+](=O)[O-])c(C)c2)c1	-3.6	1.6
93	O=C(c1ccc(C(F)(F)F)cc1)N1CCC(=O)N([C@H](COCc2ccc(Cl)cc2)Cc2ccccc2)CC1	-7.1&-5.6	99.6*
94	NC(=O)C1(N2CCCCC2)CCCCC1	nt	-8.9
95	Nc1nnc(CCC2CCCCC2)s1	-4.4	1.4
96	CN1c2ccc(F)cc2C(=O)NC12CCN(C(=O)NCc1ccc(F)cc1)CC2	-3.6	-9.3
97	FC(F)(F)COc1ccc(OCC(F)(F)F)c(-c2csnn2)c1	-5.1	nt
98	Clc1ccc(Nc2ncnc3c2cnn3Cc2ccccc2)cc1	-2.2	-4.0
99	COc1ccc2cc3cc(C(=O)NCCCN4CCCCCC4)oc3nc2c1	-4.2	16.0
100	COc1ccc(OCC(=O)c2ccc(F)cc2)cc1	2.7	-11.6
101	COc1cccc(Oc2cc(=O)[nH]c(N)n2)c1	-7.6	-4.1
102	CCOc1ccc(NC(=O)C2CC=CCC2C(=O)O)cc1 (stereo unspecified)	1.0	-4.5
103	O=C(NC1CCCC1)C1CCN(c2ccncc2)CC1	0.1	-7.2
104	O=C(NCc1ccccc1F)C1CCN(c2cc(N3CCCCC3)ncn2)CC1	0.8	5.0
105	Cn1nnc2c(NCCc3c[nH]c4ccccc34)ncnc21	-2.1	-2.5
106	O=C(Nc1c2c(nn1-c1ccc(F)cc1)CS(=O)C2)c1ccco1 (stereo unspecified)	-3.6	3.0
107	CCOc1ccccc1C(=O)Nc1ccc(C)cc1C	3.1	-21.2
108	Cc1ccc(S(=O)(=O)N2CCCC(C(=O)N3CCCCC3)C2)cc1 (stereo unspecified)	-2.6	-0.3
109	Cn1c2c(c(=O)[nH]c1=O)C(c1cccc(Cl)c1Cl)C1=C(N2)c2ccccc2C1=O (stereo unspecified)	-8.1	13.0
110	Cc1ccc(C(=O)Nc2ccc(C)c(Cl)c2)o1	-10.1	-0.9
111	COc1c(C(=O)N2CCCC2)sc2ccc(Cl)cc12	-1.2	0.0
112	COc1ccc2oc(=O)c(-c3csc(N(C(C)=O)c4ccc(F)cc4)n3)cc2c1	-1.7	0.0
113	O=C(NCc1cccc(F)c1)c1cnn2c3c(cnc12)CCCC3	1.2	10.8
114	CCOc1ccc(CC(=O)Nc2ccc3cn[nH]c3c2)cc1	-9.9	-4.9
115	C[C@H]1COc2cc(Br)ccc2S(=O)(=O)N1Cc1cn(Cc2ccccc2)nn1	-2.4	-3.3
116	Cc1cn(C(=O)Nc2ccc(Cl)cc2)nc1-c1cccs1	-6.4	nt
117	O=C(NC(=NN=C1CCCCC1)SCc1ccccc1)Nc1ccccc1	-4.4	nt
118	CCC1C(=O)C(C)(C)C(=O)OC1c1cccc([N+](=O)[O-])c1 (stereo unspecified)	-4.9	-3.0
119	O=C(Cc1ccc(Cl)cc1)NCCN1CCN(c2ccccc2F)CC1	-76.1	-6.3
120	O=S1(=O)C=CC(N2CCCCC2)C1 (stereo unspecified)	-11.3	-2.1
121	CCOC(=O)CNC(=O)C=Cc1cc(Br)c(OC)c(OC)c1	-1.0	nt

3 records drawn at random from those above, as already listed:
No.	Structure	Pf apPOL block	mHTT CaM bind
102	CCOc1ccc(NC(=O)C2CC=CCC2C(=O)O)cc1 (stereo unspecified)	1.0	-4.5
107	CCOc1ccccc1C(=O)Nc1ccc(C)cc1C	3.1	-21.2
114	CCOc1ccc(CC(=O)Nc2ccc3cn[nH]c3c2)cc1	-9.9	-4.9
